Pol iota inh – DNA polymerase iota (human) inhibition; Q9UNA4; Potency, µM (series often up to 115 µM), without a hit: at the highest dose activity, negative = inhibition, hits mostly inhibitors; hit rate 1% among 390,000; Pol iota fluorescent replication assay, 10 min
Target sequence (Q9UNA4 whole entry, looked up): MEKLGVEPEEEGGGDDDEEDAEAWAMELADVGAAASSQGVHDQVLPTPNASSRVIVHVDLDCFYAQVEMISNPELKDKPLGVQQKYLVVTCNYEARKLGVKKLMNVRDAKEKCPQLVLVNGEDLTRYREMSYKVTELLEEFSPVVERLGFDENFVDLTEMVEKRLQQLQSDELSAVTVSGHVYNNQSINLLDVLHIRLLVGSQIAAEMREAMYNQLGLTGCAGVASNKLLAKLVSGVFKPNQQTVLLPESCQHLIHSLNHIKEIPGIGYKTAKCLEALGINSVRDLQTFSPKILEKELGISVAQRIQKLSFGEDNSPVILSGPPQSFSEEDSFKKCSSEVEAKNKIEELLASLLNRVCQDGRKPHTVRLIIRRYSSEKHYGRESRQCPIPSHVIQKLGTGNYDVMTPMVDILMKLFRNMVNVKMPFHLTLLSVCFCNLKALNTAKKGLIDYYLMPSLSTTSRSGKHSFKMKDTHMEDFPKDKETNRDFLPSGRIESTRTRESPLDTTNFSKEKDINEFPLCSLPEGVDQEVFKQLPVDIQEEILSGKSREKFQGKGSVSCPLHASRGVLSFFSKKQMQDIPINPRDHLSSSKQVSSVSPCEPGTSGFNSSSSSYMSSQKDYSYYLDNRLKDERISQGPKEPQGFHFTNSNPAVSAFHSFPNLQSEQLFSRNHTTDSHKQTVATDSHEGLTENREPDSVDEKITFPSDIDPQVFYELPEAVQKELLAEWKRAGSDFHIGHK
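Fluorescent replication assay read twice, at 0 min and 10 min after adding 50 nM (final) substrate. Enzyme (10 nM) and compounds were first incubated 15 min at room temperature; enzyme-free buffer wells were negative controls.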
Apoferritin bind – candidate novel general anesthetic via apoferritin binding. AID 485281. Potency, µM (titrated, usually from 77.5 µM), without a hit: top-dose activity change, negative = displacement, usual class: inhibitors. apoferritin/1-aminoanthracene competitive binding, fluorescence. hit rate 0.074% among 350,000; also: % is scaled to controls: 0 for no effect and ±100 for the full control effect; nearly all actives have a fitted effect of over 20% in size
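Horse-spleen apoferritin (10 uM) was mixed with 50% saturated 1-aminoanthracene in PBS, exposed to compounds for 10 min at room temperature, and read for fluorescence (ex 380 nm, em 535 nm). Competitive displacement was fitted with a four-parameter Hill equation.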
BLM inh – Bloom syndrome helicase (human) inhibition; P54132; hit rate 0.2% among 350,000; AID 2528; Potency, µM (titrated, usually from 56.1 µM), for inactives: at the top dose activity change, negative = inhibition, actives largely listed as inhibitors; recombinant BLM DNA unwinding, fluorescence dequenching;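 also: plate controls were vehicle for no effect and no enzyme for full effect; nearly all actives have a fitted effect of over 35% in size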
G9a inh – inhibitors of human histone lysine methyltransferase G9a. Q96KQ7. G9a H3K9 monomethylation, AlphaScreen, 2 h. Potency, µM (top dose mostly 102 µM), without a hit: at the top dose activity, negative = inhibition, hits mostly inhibitors. hit rate 8.8% among 350,000. AID 504332; also: % is scaled to controls: 0 for no effect and ±100 for the full control effect; nearly all actives have a fitted effect of over 75% in size
Target sequence (Q96KQ7 913-1193 limits assumed): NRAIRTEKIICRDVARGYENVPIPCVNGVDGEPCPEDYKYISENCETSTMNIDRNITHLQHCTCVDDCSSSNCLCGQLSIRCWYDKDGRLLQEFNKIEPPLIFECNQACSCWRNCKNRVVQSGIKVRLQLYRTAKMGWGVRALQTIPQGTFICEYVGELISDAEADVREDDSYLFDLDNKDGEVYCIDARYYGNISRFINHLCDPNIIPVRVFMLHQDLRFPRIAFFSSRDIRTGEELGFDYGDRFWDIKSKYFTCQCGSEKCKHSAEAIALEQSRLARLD
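Methyltransferase reactions run at room temperature for 2 h (20 nM enzyme, 500 nM biotin-H3K9 peptide, 20 uM SAM) after a 15 min compound preincubation; product detected by AlphaScreen beads and anti-H3K9me1 antibody.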
Pol kappa inh – DNA polymerase kappa (human) inhibition. hit rate 0.53% among 400,000. purified Pol kappa, fluorescent DNA synthesis assay, 10 min. Q9UBT6. Potency, µM (doses to about 107 µM), for inactives: top-dose activity, negative = inhibition, actives largely listed as inhibitors; also: % is scaled to controls: 0 for no effect and ±100 for the full control effect
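Pol kappa 10 nM + cpd, 15 min RT; start w/ substrate 50 nM final; fluorescence kinetic read, 0 and 10 min. Neg ctrl: buffer, no enzyme.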
APEX1 inh – APE1 (human) endonuclease inhibition. hit rate 0.35% among 350,000. Potency, µM (highest dose often 65.8 µM), for inactives: at the top dose activity change, negative = inhibition, hits mostly inhibitors. recombinant APE1, TAMRA/BHQ-2 abasic DNA cleavage fluorescence. P27695;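 also: plate controls were vehicle for no effect and reference inhibitor for full effect; nearly all actives have a fitted effect of over 55% in size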
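Substrate: short duplex with […] THF abasic site, 5'-TAMRA and 3'-BHQ-2, 50 nM final. APE1 at 0.75 nM, preincubated 15 min RT with compound. Fluorescence increase from first to third read measured activity.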
POLB inh – blocks human DNA polymerase beta activity | Pol beta primer extension/strand displacement, fluorescence kinetic | P06746 | hit rate 1.3% among 340,000 | Potency, µM (highest dose often 114 µM), inactives show at the top dose activity change, negative = inhibition, actives largely listed as inhibitors; also: % is scaled to controls: 0 for no effect and ±100 for the full control effect
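Enzyme-only controls used 10 nM Pol beta; buffer lacking enzyme served as negative control. Compound preincubated 15 min, then 50 nM substrate added; 0 and 10 min reads at room temperature.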
BAZ2B block – BAZ2B (human) inhibition; AID 504333; hit rate 4.4% among 360,000; Potency, µM (series often up to 114 µM), without a hit: at the top dose activity change, negative = inhibition, most hits filed as inhibitors; AlphaScreen BAZ2B-H3K14Ac peptide displacement; also: % is scaled to controls: 0 for no effect and ±100 for the full control effect; nearly all actives have a fitted effect of over 60% in size
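BAZ2B 50 nM plus b-H3(5-23)K14Ac 50 nM, PBS pH 7.4/0.01% Tween-20, 30 min RT; compound added (max 110 uM), 30 min RT; streptavidin donor/Ni-chelate acceptor beads 10 ug/mL final, 20 min dark; AlphaScreen read.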
POLH inh – inhibitors of human DNA polymerase eta | recombinant Pol eta, fluorescent DNA replication assay | Potency, µM (highest dose often 114 µM), for the others: at the top dose activity change, negative = inhibition, most hits filed as inhibitors | hit rate 1.2% among 390,000 | Q9Y253 | AID 588591; also: % is scaled to controls: 0 for no effect and ±100 for the full control effect
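Pol eta at 10 nM preincubated with compounds 15 min at room temperature; reaction started with fluorescent substrate (50 nM final) and read kinetically at 0 and 10 min.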
Starred values were filed as active, the others as inactive; ? = inconclusive; / = no result given; & = joins results of further samples; ! = not confirmed by another sample; [ ] = another dose, or the depositor's remark. Calls follow the shape of the dose curve; as a rule, active = well fitted curve in the direction sought with a large enough effect; inconclusive = small, poorly fitted or top-dose-only effect, or another doubt; inactive = no such curve, though single readings can be large; an effect the other way counts as inactive or inconclusive. Potency is read from the fitted curve at half-maximal effect.

1: COC(=O)C1=C(C)N(Cc2ccccc2)C(=NCCc2cccnc2)N[C@H]1c1ccccc1
2: COC(=O)C1(C)NCCc2c1[nH]c1ccccc21 (stereo unspecified)
3: CCN(CC)c1c2c(c(C#N)c3nc4ccccc4n13)CCC2
4: CC[C@@]12C(=O)N(c3ccc(C)cc3)C(=O)N1[C@H](c1cccc(C)c1)[C@@H]1C(=O)N(Cc3ccccc3)C(=O)[C@@H]12
5: Cc1ccc(O)c(NC(=O)c2noc3c2CCCC3)c1
6: N#Cc1ccc(C(=O)NNC(=O)c2ccncc2)cc1
7: O=C(NCc1ccccc1)c1nc(-c2ccc(Cl)cc2)n2c1CCCCC2
8: CC1=C(C(=O)OC2CCCCCC2)C(c2c(F)cccc2Cl)CC(=O)N1 (stereo unspecified)

assay / entry	1	2	3	4	5	6	7	8
POLH inh	-5%	-8%	4%	-12%	-12%	-13%	-26%	-18%
Pol kappa inh	-17%	-13%	-30%	3%	-4%	1%	-22%	-12%
APEX1 inh	24%&30%	13%	15%	34%	/	24%	/	/
Pol iota inh	-9%	-10%	14%	14%	6%	-12%	9%	3%
POLB inh	16%&-29%	/	19%	/	0%	25%	-3%	-4%
BLM inh	-4%&-5%	/	1%	/	-4%	-1%	-11%	-13%
Apoferritin bind	-18%&-19%	/	0%	/	-14%	2%	122%[activator]	2%
BAZ2B block	56µM*	1%	8%	1%	0%	-2%	13µM*	-8%
G9a inh	32µM*!	14%[12.7 µM]	1%[59 µM]	-5%[2.33 µM]	10%[59 µM]	12%	14µM*	-28%[59 µM]

9: O=C(NCCN1CCCCC1)Nc1cccc(Cl)c1Cl
10: Clc1ccccc1C1=Nn2c(nnc2-c2ccco2)SC1
11: CC1CCN(C(=O)c2ccc(NC(=O)C3CCCO3)cc2)CC1 (stereo unspecified)
12: CCC(=O)NC(=S)Nc1ccc(NC(=O)c2ccco2)cc1
13: CC(C)(C)OC(=O)N1CCC(c2c(C(=O)N3CCOCC3)cnn2-c2cccc(F)c2)CC1
14: CC(OC(=O)C1CC2CCCC(C1)C2=O)C(=O)Nc1cccc([N+](=O)[O-])c1 (stereo unspecified)
15: COc1cccc(CN2CC(C(=O)N3CCCO3)CCC2=O)c1 (stereo unspecified)
16: CCOC(=O)CC(=O)Nc1ccc(C(=O)OCC)cc1

assay / entry	9	10	11	12	13	14	15	16
POLH inh	-1%	-5%	-1%	-8%	-12%	-13%	-16%	-12%
Pol kappa inh	-8%	3%	4%	-7%	-1%	-6%	3%	-2%
APEX1 inh	25%	?	-4%	17%	/	19%	17%	1%
Pol iota inh	12%	28%	-19%	54%[activator]	9%	-8%	17%	7%
POLB inh	7%	-1%	?	34%[activator]	26%	/	2%	3%
BLM inh	1%	1%	0%	-4%	0%	/	-1%	-1%
Apoferritin bind	5%	8%	-4%	1%	-1%	/	-4%	-6%
BAZ2B block	-5%	-20%	-2%	-4%	9%[57.1 µM]	/	-21%	1%
G9a inh	17%	?	4%[12.7 µM]	/	6%[59 µM]	/	1%	5%[12.7 µM]

17: CCN1C(=O)C(O)(CC(=O)c2c(C)coc2C)c2ccccc21 (stereo unspecified)
18: CC(C)c1nnc(NC(=O)C2CCCN(C(=O)Nc3ccc(F)cc3)C2)s1 (stereo unspecified)
19: CCN(CC(=O)Nc1ccc(OC)cc1)C(=O)c1ccc2c(c1)NC(=O)CS2
20: CCN1C(=O)CSc2ccc(C(=O)NCc3ccccc3OC)cc21
21: CCCCc1nc(NCCN2CCOCC2)c(C#N)c2c1COC(C)(C)C2
22: CCN1CCN(/C=N/c2nc3c(s2)CCCC3)CC1
23: CS(=O)(=O)N(CC(=O)N1CCc2ccccc2C1)Cc1ccc(Cl)cc1
24: COc1cc(-c2n[nH]c(=S)n2-c2cccc(C(F)(F)F)c2)cc(OC)c1OC

assay / entry	17	18	19	20	21	22	23	24
POLH inh	-14%	-20%	-1%	-15%	-16%	-10%	-18%	1%
Pol kappa inh	-3%	1%	-2%	-6%	8%	-4%	-4%	7%
APEX1 inh	-7%	-6%	4%	-3%	19%	1%	5%	0%
Pol iota inh	18%	15%	-7%	-11%	20%	31%[activator]	2%[58.9 µM]	15%
POLB inh	20%	19%	/	3%	-13%	14%	-1%	2%
BLM inh	-3%	0%	/	-1%	-3%	0%	-5%	-5%
Apoferritin bind	-9%	-3%	/	-23%	-6%	-11%	?	-9%
BAZ2B block	-14%	-1%	5%	12%	-1%	-5%	-28%	5%
G9a inh	-2%	-15%	45µM*	-7%[59 µM]	-26%[12.7 µM]	9%[59 µM]	23%[59 µM]	?

Exported with the structure last: entries from further up.
nr | POLH inh | Pol kappa inh | APEX1 inh | Pol iota inh | POLB inh | BLM inh | Apoferritin bind | BAZ2B block | G9a inh | structure
12 | -8% | -7% | 17% | 54%[activator] | 34%[activator] | -4% | 1% | -4% | / | CCC(=O)NC(=S)Nc1ccc(NC(=O)c2ccco2)cc1
13 | -12% | -1% | / | 9% | 26% | 0% | -1% | 9%[57.1 µM] | 6%[59 µM] | CC(C)(C)OC(=O)N1CCC(c2c(C(=O)N3CCOCC3)cnn2-c2cccc(F)c2)CC1

Remaining list, next part.
25: Cc1ccccc1NC(=O)c1nc(S(C)(=O)=O)ncc1N(Cc1ccco1)Cc1sccc1C
26: Cc1nc2ccccc2c(=O)n1/N=C/c1ccc(N(C)C)cc1
27: Cc1cccc(NS(=O)(=O)c2cccc3nsnc23)c1
28: CCNc1c([N+](=O)[O-])c(=O)oc2ccccc12
29: COc1ccc(Cl)cc1NC(=O)NCCn1c(=O)oc2ccc(C)cc21
30: CSc1cccc(NC(=O)c2c(Cl)cnn2C)c1
31: CN1CCN(c2ccc(S(=O)(=O)N3CCOCC3)cc2)CC1
32: O=C(NCC1CCCO1)c1cn(Cc2ccccc2)nc1-c1ccc(Cl)cc1 (stereo unspecified)

assay / entry	25	26	27	28	29	30	31	32
POLH inh	-19%	0%	-14%	-17%	-5%	5%	?	-15%
Pol kappa inh	-2%	-1%	0%	3%	0%	3%	-7%	8%
APEX1 inh	/	0%	-2%	-1%	/	1%	0%	8%
Pol iota inh	13%	-4%	-4%	18%	-14%	5%	15%	9%
POLB inh	-1%	0%	14%	9%	18%	18%	35%	/
BLM inh	-10%	-2%	-3%	-2%	-1%	-6%	-5%	/
Apoferritin bind	-24%	-7%	?	-6%	-10%	-19%	1%	/
BAZ2B block	-25%	4%	-33%	10%	-24%	9%	1%	-5%
G9a inh	?	26%[59 µM]	31%[0.501 µM]	9%	-12%[59 µM]	-21%[59 µM]	-5%[12.7 µM]	-11%[12.7 µM]

33: O=C(CCCOc1cccc(Br)c1)NCCOc1ccccc1
34: Cc1ccc(CNC(=O)CCS(=O)(=O)c2cccc3nonc23)cc1
35: Cc1c(C(=O)O)cccc1-n1c(C)cc(/C=C(/C#N)C(=O)NCc2ccccc2)c1C
36: O=C(O)c1ccc(-c2ccc(O)c(F)c2)cc1
37: Cn1c(=O)c2c(nc(CN3CCN(CCO)CC3)n2Cc2ccccc2Cl)n(C)c1=O
38: C=CCC[C@H](Cc1ccc(F)cc1)C(=O)OC[C@@H](Cc1c[nH]c2ccccc12)NC(=O)[C@@H](CC=C)CC(=O)N[C@H](CO)Cc1ccccc1
39: CCOC(=O)/C(C#N)=C/N1CCOCC1
40: c1ccc2nc3c(nc2c1)[nH]c1ccccc13

assay / entry	33	34	35	36	37	38	39	40
POLH inh	-23%	3%	6%	-9%	-15%	-14%	-1%	?
Pol kappa inh	-2%	-15%	-14%	-15%	-3%	-3%	1%	-11%
APEX1 inh	7%	2%	-1%	-3%	27%	5%	5%	2%
Pol iota inh	138%[activator]	-2%	-9%	?	-12%	12%	-11%	?
POLB inh	29%	0%	?	-29%	?	/	2%	?
BLM inh	-7%	-2%	6%	4%	4%	/	1%	-5%
Apoferritin bind	-13%	-7%	-18%	2%	-8%	/	-7%	-3%
BAZ2B block	41%[activator]	4%	56µM*	-26%	10%	/	3%	-7%
G9a inh	87%[activator]	-37%[12.7 µM]	50µM*	-1%[59 µM]	4%	/	2%	-48%[59 µM]

Exported with values under each structure: 5 of the compounds above.
Values run as follows: POLH inh, Pol kappa inh, APEX1 inh, Pol iota inh, POLB inh, BLM inh, Apoferritin bind, BAZ2B block, G9a inh
7	O=C(NCc1ccccc1)c1nc(-c2ccc(Cl)cc2)n2c1CCCCC2
→ -26%, -22%, /, 9%, -3%, -11%, 122%[activator], 13µM*, 14µM*
12	CCC(=O)NC(=S)Nc1ccc(NC(=O)c2ccco2)cc1
→ -8%, -7%, 17%, 54%[activator], 34%[activator], -4%, 1%, -4%, /
37	Cn1c(=O)c2c(nc(CN3CCN(CCO)CC3)n2Cc2ccccc2Cl)n(C)c1=O
→ -15%, -3%, 27%, -12%, ?, 4%, -8%, 10%, 4%
20	CCN1C(=O)CSc2ccc(C(=O)NCc3ccccc3OC)cc21
→ -15%, -6%, -3%, -11%, 3%, -1%, -23%, 12%, -7%[59 µM]
39	CCOC(=O)/C(C#N)=C/N1CCOCC1
→ -1%, 1%, 5%, -11%, 2%, 1%, -7%, 3%, 2%

The list continues.
41: Cc1ccc(S(=O)(=O)NCc2cccnc2)cc1C
42: COC(=O)C1CC(Cl)CN1c1ncc(C(F)(F)F)cc1Cl (stereo unspecified)
43: O=C1CSC(=S)N1N=C1CCCCCC1
44: Cn1c(=O)n(CCc2ccccc2)c2ccccc21
45: CN1CCN(/C=N/c2c(C#N)cnn2-c2ccccc2)CC1
46: COc1cc(NC(=S)N2CCN(c3ccccn3)CC2)cc(OC)c1
47: CN(C)S(=O)(=O)c1cccc(COc2ncnc3c(Cl)cc(Cl)cc23)c1

assay / entry	41	42	43	44	45	46	47
POLH inh	-18%	-6%	-9%	-21%	-12%	-11%	-7%
Pol kappa inh	5%	-17%	-27%	-14%	-2%	-15%	-5%
APEX1 inh	21%	-3%	3%	4%	0%	3%	-12%
Pol iota inh	7%	25%	?	167%[activator]	-14%	6%	17%
POLB inh	2%	-12%	7%	-19%	8%	1%[57.1 µM]	45%
BLM inh	-6%	-1%	-16%	-3%	0%	1%	-4%
Apoferritin bind	-8%	-11%	-3%	2%	4%	-1%	-3%
BAZ2B block	-5%	42%[activator]	-30%	-27%	-1%	9%	0%
G9a inh	-5%[59 µM]	1%	?	-8%	-4%[59 µM]	-4%	0%

Only part of the results is shown (hit frequency here may not be typical).
